# Apoferritin bind: candidate novel general anesthetic via apoferritin binding; apoferritin/1-aminoanthracene competitive binding, fluorescence; Potency, µM (series often up to 77.5 µM), inactives show at the top dose activity change, negative = displacement, usual class: inhibitors; 350,000 compounds, 0.074% hits; AID 485281; also: potency is read from the fitted curve at half-maximal effect; % is scaled to controls: 0 for no effect and ±100 for the full control effect; nearly all actives have a fitted effect of over 20% in size
# Target sequence (P02791 2-175 limits assumed): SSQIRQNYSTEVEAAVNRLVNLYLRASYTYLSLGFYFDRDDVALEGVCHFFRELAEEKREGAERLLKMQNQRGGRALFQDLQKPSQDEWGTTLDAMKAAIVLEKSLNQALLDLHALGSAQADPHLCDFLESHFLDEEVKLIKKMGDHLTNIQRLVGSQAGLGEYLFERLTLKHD
#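 Horse-spleen apoferritin (10 uM) was mixed with 50% saturated 1-aminoanthracene in PBS, exposed to compounds for 10 min at room temperature, and read for fluorescence (ex 380 nm, em 535 nm). Competitive displacement was fitted with a four-parameter Hill equation.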
# POLK inh: blocks human DNA polymerase kappa activity; Q9UBT6; purified Pol kappa, fluorescent DNA synthesis assay, 10 min; Potency, µM (highest dose often 107 µM), without a hit: at the highest dose activity, negative = inhibition, most hits filed as inhibitors; 400,000 compounds, 0.53% hits; also: potency is read from the fitted curve at half-maximal effect; % is scaled to controls: 0 for no effect and ±100 for the full control effect
# Target sequence (Q9UBT6 whole entry, looked up): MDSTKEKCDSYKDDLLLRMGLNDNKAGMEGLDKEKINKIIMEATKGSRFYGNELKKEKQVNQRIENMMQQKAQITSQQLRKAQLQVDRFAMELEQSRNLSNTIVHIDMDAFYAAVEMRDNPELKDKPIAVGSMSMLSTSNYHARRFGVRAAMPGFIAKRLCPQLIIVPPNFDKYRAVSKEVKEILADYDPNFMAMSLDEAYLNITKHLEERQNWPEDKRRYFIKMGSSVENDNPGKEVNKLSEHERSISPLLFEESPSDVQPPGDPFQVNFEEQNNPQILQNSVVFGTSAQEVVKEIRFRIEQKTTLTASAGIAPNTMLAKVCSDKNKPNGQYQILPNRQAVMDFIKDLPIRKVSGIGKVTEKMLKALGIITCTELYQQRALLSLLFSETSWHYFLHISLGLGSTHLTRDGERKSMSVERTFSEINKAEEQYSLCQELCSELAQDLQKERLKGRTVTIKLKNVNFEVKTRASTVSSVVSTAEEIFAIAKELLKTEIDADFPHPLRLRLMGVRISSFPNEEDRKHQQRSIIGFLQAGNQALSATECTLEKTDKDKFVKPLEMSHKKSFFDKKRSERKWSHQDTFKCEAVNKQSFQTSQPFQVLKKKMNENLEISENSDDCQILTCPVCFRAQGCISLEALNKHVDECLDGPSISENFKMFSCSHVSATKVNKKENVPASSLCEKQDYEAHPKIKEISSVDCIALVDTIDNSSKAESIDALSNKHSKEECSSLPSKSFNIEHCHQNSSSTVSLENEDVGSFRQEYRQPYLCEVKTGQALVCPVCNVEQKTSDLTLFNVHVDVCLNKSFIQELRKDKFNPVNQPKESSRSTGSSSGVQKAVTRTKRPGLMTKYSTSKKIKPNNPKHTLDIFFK
#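 10 nM Pol kappa preincubated 15 min at room temperature with compounds, then reaction started with substrate at 50 nM final. Fluorescence read kinetically at 0 and 10 min; buffer-only wells served as negative control.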
# Pol eta inh: inhibitors of human DNA polymerase eta | Q9Y253 | 390,000 compounds, 1.2% hits | Potency, µM (top dose mostly 114 µM), for inactives: at the top dose activity change, negative = inhibition, most hits filed as inhibitors | recombinant Pol eta, fluorescent DNA replication assay | AID 588591; also: potency is read from the fitted curve at half-maximal effect; % is scaled to controls: 0 for no effect and ±100 for the full control effect
#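 Pol eta (10 nM) was preincubated with compounds for 15 min at room temperature, after which fluorescent replication substrate (50 nM final) was added to start the reaction. Fluorescence was read kinetically at 0 and 10 min.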
# LDHA block: inhibitors of human lactate dehydrogenase A; P00338; purified LDHA, NADH/diaphorase-resazurin fluorescence; active compounds read low; activity change, % (values are at about 110 or 230 µM); 480,000 compounds, 0.15% hits; AID 1347041; in the data active = activity change below about -30%; inconclusive = mostly about -25% to -30%;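 also: plate controls were DMSO wells for no effect and wells without enzyme for full effect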
#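 Remaining NADH was detected by diaphorase (0.133 mg/mL) converting 37 µM resazurin to fluorescent resorufin, read at 0 and 20 minutes. The preceding 5-minute room-temperature reaction used 2 nM LDHA, 0.2 mM sodium pyruvate and 0.06 mM NADH at pH 7.4.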
# BLM inh: Bloom syndrome helicase (human) inhibition; AID 2528; 350,000 compounds, 0.2% hits; Potency, µM (top dose mostly 56.1 µM), for inactives: at the top dose activity change, negative = inhibition, usual class: inhibitors; P54132; recombinant BLM DNA unwinding, fluorescence dequenching;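 also: potency is read from the fitted curve at half-maximal effect; plate controls were vehicle for no effect and no enzyme for full effect; nearly all actives have a fitted effect of over 35% in size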
# Pol iota inh: blocks human DNA polymerase iota activity. Q9UNA4. Pol iota fluorescent replication assay, 10 min. Potency, µM (series often up to 115 µM), for inactives: at the highest dose activity, negative = inhibition, actives largely listed as inhibitors. 390,000 compounds, 1% hits. AID 588590; also: potency is read from the fitted curve at half-maximal effect
#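 Fluorescent replication assay read twice, at 0 min and 10 min after adding 50 nM (final) substrate. Enzyme (10 nM) and compounds were first incubated 15 min at room temperature; enzyme-free buffer wells were negative controls.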
# POLB inh: DNA polymerase beta (human) inhibition | P06746 | Pol beta primer extension/strand displacement, fluorescence kinetic | Potency, µM (highest dose often 114 µM), for inactives: at the top dose activity change, negative = inhibition, usual class: inhibitors | 340,000 compounds, 1.3% hits | AID 485314; also: potency is read from the fitted curve at half-maximal effect; % is scaled to controls: 0 for no effect and ±100 for the full control effect
#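 Human Pol beta at 10 nM; strand-displacement substrate 50 nM final. Compound exposure 15 min at room temperature before start, reaction 10 min at room temperature.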
# APEX1 inh: inhibitors of human APE1 endonuclease. recombinant APE1, TAMRA/BHQ-2 abasic DNA cleavage fluorescence. Potency, µM (doses to about 65.8 µM), without a hit: at the highest dose activity change, negative = inhibition, most hits filed as inhibitors. 350,000 compounds, 0.35% hits. AID 2517;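 also: potency is read from the fitted curve at half-maximal effect; plate controls were vehicle for no effect and reference inhibitor for full effect; nearly all actives have a fitted effect of over 55% in size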
#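 Step 1: APE1 (0.75 nM) with compound, 15 min RT. Step 2: add 50 nM fluorophore/quencher THF duplex. Step 3: three fluorescence reads 60 s apart (525/598 nm); read 3 minus read 1 = reaction progress.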
# GRP78 ERSR act: ER stress response induction in glioma; 420,000 compounds, 0.02% hits; U87-MG GRP78 promoter luciferase reporter, 16 h; Potency, µM, for the others: at the highest dose activation, most hits filed as activators; also: potency is read from the fitted curve at half-maximal effect; series mostly up to about 76 µM; % of control where 0% means no effect; nearly all actives have a fitted effect of over 35% in size
#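 Stably transfected U87-MG glioma cells carrying a GRP78-based luciferase sensor; 16 h compound incubation. Luminescence end-point read 10 min after Bright-Glo addition at room temperature.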
# * marks the source's active call; other numbers are inactive results; ? = inconclusive; / = not tested or not shown; & = joins results of further samples; [ ] = dose if it differs, or a comment. Unless noted, calls follow the shape of the dose curve; as a rule, active = well fitted curve in the direction sought with a large enough effect; inconclusive = small, poorly fitted or top-dose-only effect, or another doubt; inactive = no such curve, though single readings can be large; an effect the other way counts as inactive or inconclusive. Only part of the results is shown. The share of hits here may be higher or lower than overall.
item | structure | POLB inh | Apoferritin bind | Pol eta inh | BLM inh | POLK inh | LDHA block | APEX1 inh | GRP78 ERSR act | Pol iota inh
1 | CCCCN(C(=O)C(C)Oc1ccc(Br)cc1)c1c(N)n(CC(C)C)c(=O)[nH]c1=O (centres undefined) | / | / | -13% | / | -16% | -4 | 0% | -2% | 10%
2 | O=C(Nc1ccc2c(c1)N(C1CCCC1)C(=O)c1ccccc1S2)c1cccc(F)c1 | -5% | -5% | -13% | -8% | -7%[60.1 µM] | 1 | / | -2% | 11%
3 | CC1(C(=O)NC2CCCCC2)Cc2ccccc2C(=O)N1Cc1ccc(F)cc1 (centres undefined) | 6% | 9% | / | -3% | -10% | -5 | / | / | 17%
4 | CC1c2[nH]c3ccccc3c2CCN1C(=O)Nc1ccccc1 (centres undefined) | -17% | -4% | -12% | -9% | -12% | -3 | -6% | 3% | -7%
5 | Cc1noc2c1C(c1ccc(N(C)C)cc1)C1=C(CC(C)(C)CC1=O)N2 (centres undefined) | 1% | -21% | -1% | -3% | -13% | 11 | -10% | -3% | -9%[58.9 µM]
6 | CCOc1ccc(-n2c(-c3ccccc3)c(C)n3c4c(=O)n(C)c(=O)n(C)c4nc23)cc1 | 24% | -2% | -3% | -4% | -1% | -2 | / | 0% | -10%
7 | CC(CN(C)C)CN1c2ccccc2Sc2ccccc21 (centres undefined) | / | -14% | -3% | -12% | -6% | -11 | 18%&9% | 1%&-5% | -17%
8 | O=C(COC(=O)C1COc2ccccc2O1)Nc1ccccc1OC(F)F (centres undefined) | / | / | -5% | / | 1% | 0 | 25% | -1% | 12%
9 | COc1ccc(/C=N/Nc2ncc(C(F)(F)F)cc2Cl)cc1OC | -3% | 7% | -3% | 2% | -14% | -2 | 4% | -2% | 5%
10 | Cc1ccc(-c2ccc(S(=O)(=O)NCC3CCCO3)cc2)cc1 (centres undefined) | -1% | -2% | -19% | -5% | -10% | -1 | 1% | 3% | 6%
11 | COc1ccc(-c2cn(/N=C/c3ccc(Cl)cc3Cl)c(N)n2)cc1 | 3% | -21% | 0% | 2% | 1%[60.1 µM] | -17 | 3% | -1% | -9%
12 | C(=N\n1cncn1)/c1ccc(N2CCOCC2)cc1 | 1% | -3% | -1% | 0% | -7% | -2 | -5% | 5% | 0%
13 | CC(=O)N1CSCC1C(=O)NNS(=O)(=O)c1ccccc1 (centres undefined) | 13% | -9% | -16% | -2% | -4% | 0 | -6% | -1% | 76%[activator]
14 | COc1ccc(S(=O)(=O)NCCSc2ccccc2)cc1OC | -11% | ? | -13% | 2% | 1% | 10 | 2% | 1% | ?
15 | O=C(NC(=S)Nc1nc2ccccc2s1)c1ccco1 | 24% | 3% | -18% | -3% | -3% | -12 | -3% | 5% | 37%
16 | CCC1Oc2ccc(C)cc2N(CC(=O)NCc2ccc(F)cc2)C1=O (centres undefined) | 28% | 2% | -2% | 2% | -5%[60.1 µM] | -8 | / | -4% | -2%
17 | CCN1CCCC1CNC(=O)Cn1cc(C)c(=O)[nH]c1=O (centres undefined) | / | / | -1% | / | -5% | -3 | / | -2% | -5%
18 | COc1ccc([N+](=O)[O-])cc1NC(=O)CCN1CCN(CCO)CC1 | -29% | -11% | -15% | 0% | 0% | 4 | 2% | -3% | 8%
19 | CNC(=O)c1c(NC(=O)Cc2coc3ccc(C)cc23)sc2c1CCCC2 | 12% | -3% | -13% | -7% | -8% | 0 | / | -6% | 2%
20 | COc1ccccc1NC(=O)c1oc2ccccc2c1NC(=O)C(C)C | 54% | -4% | -10% | -5% | 3% | -7 | / | -3% | 38%[activator]
21 | Cn1c(=O)c2c(nc(NCc3ccccc3)n2Cc2ccc(Cl)c(Cl)c2)n(C)c1=O | 7% | 3% | -18% | -6% | 1% | -2 | / | -4% | 28%
22 | CCN(Cc1ccccc1)c1ncnc2c1cnn2-c1ccc(F)cc1 | 23% | -5% | -14% | -7% | -9%[60.1 µM] | 3 | / | 4% | ?
23 | CC(C)c1ccc(S(=O)(=O)c2nnn3c2nc(N2CCOCC2)c2sccc23)cc1 | 15% | -5% | -10% | 6% | -2% | -11&4 | / | -1% | 15%
24 | COc1ccc(Cn2c(CO)cnc2SCC(=O)Nc2cccc(NC(C)=O)c2)cc1 | 19% | -2% | 5% | 2% | -19% | -5 | -3% | 3% | 12%
25 | CC(=O)Nc1ccc(NC(=O)COC(=O)c2ccc([N+](=O)[O-])o2)cc1 | / | / | ? | / | -28% | 7 | -39% | 1% | ?

# Reformatted with each value named: part of the list above
7. CC(CN(C)C)CN1c2ccccc2Sc2ccccc21 (centres undefined)
  POLB inh = /	Apoferritin bind = -14%	Pol eta inh = -3%	BLM inh = -12%	POLK inh = -6%	LDHA block = -11	APEX1 inh = 18%&9%	GRP78 ERSR act = 1%&-5%	Pol iota inh = -17%
6. CCOc1ccc(-n2c(-c3ccccc3)c(C)n3c4c(=O)n(C)c(=O)n(C)c4nc23)cc1
  POLB inh = 24%	Apoferritin bind = -2%	Pol eta inh = -3%	BLM inh = -4%	POLK inh = -1%	LDHA block = -2	APEX1 inh = /	GRP78 ERSR act = 0%	Pol iota inh = -10%

# In another format: entries from further up
# Order of values – POLB inh	Apoferritin bind	Pol eta inh	BLM inh	POLK inh	LDHA block	APEX1 inh	GRP78 ERSR act	Pol iota inh
(25) CC(=O)Nc1ccc(NC(=O)COC(=O)c2ccc([N+](=O)[O-])o2)cc1
→ /	/	?	/	-28%	7	-39%	1%	?
(15) O=C(NC(=S)Nc1nc2ccccc2s1)c1ccco1
→ 24%	3%	-18%	-3%	-3%	-12	-3%	5%	37%

# (cont.)
item | structure | POLB inh | Apoferritin bind | Pol eta inh | BLM inh | POLK inh | LDHA block | APEX1 inh | GRP78 ERSR act | Pol iota inh
26 | COc1cc(C(=O)OC2CC[C@]3(C)C4CCC5[C@]6(O)CC(O)[C@]7(O)C(CN8CC(C)CCC8[C@]7(C)O)[C@]6(O)C[C@@]53O[C@]24O)cc(OC)c1OC (some centres undefined) | / | 2% | / | -9% | -5%[60.1 µM] | / | 0% | -2% | /
27 | COCCCN(C(=S)Nc1ccc(OC)cc1)C(C)c1ccncc1 (centres undefined) | 24% | -7% | 9% | -2% | -10% | -7 | 0% | 2% | 7%
28 | COC(=O)c1c(-c2ccc(Cl)cc2)noc1N1CCN(c2ccccc2OC)CC1 | 6% | -11% | ? | -9% | -11%[60.1 µM] | -7 | / | -3% | 32%[activator]
29 | COCCNC(=O)CCC(=O)NNc1nc2ccccc2c2nc(-c3ccccc3)nn12 | 11%&24% | 9%&23% | 6%&2% | 0%&-8% | -5%&5% | -6&1 | 3% | 3%&10% | 63%&-7%[activator]
30 | Cc1ccc(N2CCC(N3CCN(C4CCCCC4)C(CCO)C3)CC2)cc1 (centres undefined) | -3% | -11% | -19% | -1% | -4% | -4 | -4% | -5% | 15%
31 | CCOC(=O)N1CCC(NC(=O)c2cc(C(=O)NC3CCN(Cc4ccccc4)CC3)ccc2CO)CC1 | -7% | 1% | 2% | -7% | -9% | -4 | 21% | -3% | -1%
32 | CCC1(c2ccc(F)cc2)NC(=O)N(CC(=O)N2CCN(S(=O)(=O)c3ccc(Cl)cc3)CC2)C1=O (centres undefined) | / | / | -8% | / | -23% | -4 | 2% | -4% | -1%
33 | Cc1ccc(C(=O)NCC2CCCO2)cc1S(=O)(=O)N1CCCCC1 (centres undefined) | 23% | -4% | -16% | -2% | -3% | -3 | 18% | -3% | 30%[activator]
34 | Cc1ccc(F)cc1NC(=O)C12CC3CC(C1)CC(n1cnc([N+](=O)[O-])n1)(C3)C2 | 19% | -18% | -10% | -1% | 3% | 1 | 0% | -9% | -3%
35 | O=C(Nc1ccccc1)ON=C1CCCC1 | 10% | -5% | -13% | 1% | -19% | 9 | 3% | 0% | 78%[activator]
36 | CN(CP(=O)(O)CCc1ccccc1)S(C)(=O)=O | -1% | -14% | -15% | 0% | -10% | -9 | -1% | -5% | -2%
37 | NC(=O)c1ccccc1OCC(=O)NS(=O)(=O)c1ccccc1 | 13% | 1% | -7% | 0% | -8% | -12 | 0% | -3% | -8%[58.9 µM]
38 | Cc1cccc(NC(=O)N2CCN3CCCCC3C2)c1C (centres undefined) | 3% | -4% | -5% | -1% | 10% | -1 | / | -1% | 32%[activator]
39 | COc1cccc(Cn2c(=O)n(-c3cc(C)cc(C)c3)c(=O)c3oc4ccccc4c32)c1 | ? | -12% | -23% | -4% | -6% | 0 | / | -1% | -2%
40 | CC(=O)Oc1ccc(C2(c3ccc(OC(C)=O)cc3)C(=O)Nc3ccccc32)cc1 | / | -4% | / | 1%&2% | -4%&-2%[19.4 µM] | / | -4% | -4%&-2% | /
41 | Cc1nn(-c2ccccc2)c(C)c1/C=N/Nc1nc2ccccc2[nH]1 | -3% | -12% | -11% | -25% | -16% | -7 | 12% | -7% | 18%
42 | CCn1ccnc1CN(C)Cc1cn(-c2cc(C)ccc2C)nc1-c1ccccc1 | -3% | -21% | -8% | 0% | -5% | -7 | ? | -5% | 28%
43 | CCOC(=O)c1cc2c(c(-c3ccccc3)n1)[C@@H](CCO)N(S(=O)(=O)C(C)(C)C)C2 | / | / | -1% | / | -5% | -3 | / | -2% | ?
44 | O=C(Nc1nnc(-c2ccc(F)cc2)s1)c1ccco1 | 35% | 2% | -13% | -9% | -2% | -7 | 15% | 4% | 15%
45 | CCN(C(=O)C=Cc1ccco1)c1ccccc1 | / | / | -1% | / | -6% | -13 | / | 2% | -15%
46 | CCOc1ccc(NCc2cccn2-c2nnc(N3CCC(C(=O)NCc4cccc(OC)c4)CC3)s2)cc1 | 20% | 73%[activator] | / | -7% | 9% | -4 | / | / | 1%

# Results in POLK inh, for some of the entries so far:
entry | SMILES | POLK inh
37 | NC(=O)c1ccccc1OCC(=O)NS(=O)(=O)c1ccccc1 | -8%
35 | O=C(Nc1ccccc1)ON=C1CCCC1 | -19%
